Growth percent in the NCI-60 one-dose screen (48 h, 10 µM unless noted): 100 = growth as untreated, 0 = no growth, -100 = all killed.
SK-MEL-2: SK-MEL-2 melanoma; 77,000 tested, 4.7% active; AID 1794763
HS 578T: HS 578T breast cancer; 78,000 tested, 4.1% active
LOX IMVI: LOX IMVI melanoma | AID 1794757 | 79,000 tested, 7.4% active
UACC-257: UACC-257 melanoma. 78,000 tested, 4.4% active. AID 1794764
MALME-3M: MALME-3M melanoma; 78,000 tested, 5.8% active
SK-MEL-5: SK-MEL-5 melanoma; 80,000 tested, 6.4% active
SK-MEL-28: SK-MEL-28 melanoma | 81,000 tested, 4.1% active | AID 1794761
UACC-62: UACC-62 melanoma. 81,000 tested, 5.4% active. AID 1794756
An asterisk follows results filed as active; x = not tested or not shown; & = joins results of further samples; [ ] = another dose, or the depositor's remark. The calls were made as follows: active = growth percent below 10; inactive = the rest.

A first look, 2 compounds:
1) COCN1CCC2N(COC)CCC3N(COC)CCC1N23 (configuration not stated)
2) Cc1ccc(C)c(COc2cc(NC(=O)c3ccc4c(c3)OCO4)ccc2N(C)S(C)(=O)=O)c1
assay / compound	1	2
UACC-257	99	67
SK-MEL-2	107	38
MALME-3M	134	x
LOX IMVI	101	36
SK-MEL-28	106	65
HS 578T	124	-33*
SK-MEL-5	109	-43*
UACC-62	94	16

All compounds of this part, repeating the preview:
1) COCN1CCC2N(COC)CCC3N(COC)CCC1N23 (configuration not stated)
2) Cc1ccc(C)c(COc2cc(NC(=O)c3ccc4c(c3)OCO4)ccc2N(C)S(C)(=O)=O)c1
3) COc1cc(/C=C2\CN(S(=O)(=O)c3ccccc3)C/C(=C\c3cc(CN4CCCCC4)c(O)c(OC)c3)C2=O)cc(CN2CCCCC2)c1O
4) O=[N+]([O-])c1ccc(N=Nc2c(Cl)c(O)c3ccccc3c2O)nc1
5) S=c1n(Cc2ccc3ccccc3c2)ccn1Cc1ccc2ccccc2c1
6) CC(=O)OCCCC(CCC(C)OC(C)=O)OC(C)=O (configuration not stated)
assay / compound	1	2	3	4	5	6
UACC-257	99	67	84	97	107	x
SK-MEL-2	107	38	104	123	84	100
MALME-3M	134	x	-78*	132	89	92
LOX IMVI	101	36	-87*	80	85	99
SK-MEL-28	106	65	-90*	117	99	110
HS 578T	124	-33*	0.5*	x	106	95
SK-MEL-5	109	-43*	-95*	97	83	102
UACC-62	94	16	71	94	95	102

7) COc1ccccc1NC(=O)CCl
8) N=C(N)NCCC[C@@H]1NC(=O)c2ccc(nc2)-c2ccc(cn2)NC(=O)CCNC(=O)[C@H](CCCNC(=N)N)NC(=O)[C@H](CCCNC(=N)N)NC(=O)[C@H](CCCNC(=N)N)NC(=O)c2ccc(nc2)-c2ccc(cn2)NC(=O)CCNC(=O)[C@H](CCCNC(=N)N)NC(=O)[C@H](CCCNC(=N)N)NC(=O)[C@H](CCCNC(=N)N)NC(=O)c2ccc(nc2)-c2ccc(cn2)NC(=O)CCNC(=O)[C@H](CCCNC(=N)N)NC(=O)[C@H](CCCNC(=N)N)NC1=O
9) C[N+](C)(C)CCNC(=O)c1cccc(OCc2ccccc2)c1
10) c1csc(C2=N[C@@H](c3cccs3)[C@@H](c3cccs3)N2)c1
11) CC1(C)NCCC[C@]2(C)[C@H]3CC[C@@H]4[C@H]5[C@H](C(=O)/C=C/c6ccccn6)CC[C@]5(CO)CC[C@@]4(C)[C@]3(C)CC[C@@H]12
12) Cn1c(=O)c2[nH]c(C(F)(F)F)nc2n(C)c1=O
assay / compound	7	8	9	10	11	12
UACC-257	99	93[4 µM]	100	86	64	95
SK-MEL-2	106	104[4 µM]	105	125	108	93
MALME-3M	103	111[4 µM]	94	106	74	95
LOX IMVI	100	x	97	86	x	95
SK-MEL-28	113	102[4 µM]	100	99	88	111
HS 578T	103	100[4 µM]	99	x	71	108
SK-MEL-5	102	94[4 µM]	101	95	56	100
UACC-62	106	71[4 µM]	88	99	73	97

13) COc1ccc(/C(=C(/CC(=O)O)C(=O)OC(C)(C)C)c2cc(OC)c(OC)c(OC)c2)cc1OC
14) Nc1nnc(-c2ccc3c(c2)CC(=O)N3)s1
15) Cc1cc2nc(-c3ccccn3)c(-c3ccccn3)nc2cc1C
16) COc1cc2c(cc1OC)C1(C)N(CC2)C(=O)OC1(C)C (configuration not stated)
17) COc1c(N2CC3CCCNC3C2)c(F)cc2c(=O)c(C(=O)N/N=C/c3ccc(F)cc3)cn(C3CC3)c12 (configuration not stated)
18) c1ccc(OC(c2ccccc2)(c2ccccc2)c2ccccc2)cc1
assay / compound	13	14	15	16	17	18
UACC-257	96	109	75	96	79	89
SK-MEL-2	x	102	92	120	100	74
MALME-3M	104	98	115	122	86	85
LOX IMVI	91	92	97	96	46	86
SK-MEL-28	106	113	118	112	81	103
HS 578T	101	106	103	98	94	95
SK-MEL-5	101	107	124	100	83	89
UACC-62	100	100	99	106	80	89

Reprinted, compounds 15 to 16
15) Cc1cc2nc(-c3ccccn3)c(-c3ccccn3)nc2cc1C
16) COc1cc2c(cc1OC)C1(C)N(CC2)C(=O)OC1(C)C (configuration not stated)
assay / compound	15	16
UACC-257	75	96
SK-MEL-2	92	120
MALME-3M	115	122
LOX IMVI	97	96
SK-MEL-28	118	112
HS 578T	103	98
SK-MEL-5	124	100
UACC-62	99	106

Copied from the list:
Entry of Cn1c(=O)c2[nH]c(C(F)(F)F)nc2n(C)c1=O under SK-MEL-28: 111
Entry of COCN1CCC2N(COC)CCC3N(COC)CCC1N23 (configuration not stated) under SK-MEL-5: 109
Entry of COc1cc2c(cc1OC)C1(C)N(CC2)C(=O)OC1(C)C (configuration not stated) under UACC-62: 106

(cont.)
19) O=C(/C=C/c1cc(-c2cc3ccccc3o2)n(-c2ccccc2)n1)c1nc2ccccc2[nH]1
20) Clc1ccc2[nH]cc(-c3cncn3CCc3ccccc3)c2c1
21) O=C(Nc1ccccc1Cl)Oc1ccc2ccccc2c1
22) CC(C)C(O)(C#CC(O)(C(C)C)C(C)C)C(C)C
23) CCN(CC)Cc1nc2ccccc2c(=O)n1/N=C/c1ccccc1
24) OCC1NCCCC1O (configuration not stated)
assay / compound	19	20	21	22	23	24
UACC-257	112	50	93	113	100	101
SK-MEL-2	126	53	97	x	110	112
MALME-3M	103	44	x	118	97	110
LOX IMVI	x	70	95	103	101	108
SK-MEL-28	105	70	106	113	102	106
HS 578T	x	51	115	99	106	109
SK-MEL-5	100	11	110	107	102	99
UACC-62	98	57	92	103	98	105

25) CC(=O)c1ccc(NC(=O)CS(=O)(=O)c2ccccc2)cc1
26) CCOc1ccc(-n2nc(C(=O)Nc3ccc(OC)c(O)c3)nc2-c2cc(OC)c(OC)c(OC)c2)cc1
27) CCCCOc1cc(C(=O)NCCN(CC)CC)c2ccccc2n1
28) Cc1cnc(C(=O)Nc2nc3ccc(S(=O)(=O)Nc4ccc(C(C)(C)C)cc4)cc3[nH]2)cn1
29) CS(=O)(=O)c1ccc([C@@H](O)[C@H](CF)NC(=O)C(Cl)Cl)cc1
30) Cc1ccc(S(=O)(=O)NC(=O)NN2CCCCCC2)cc1
assay / compound	25	26	27	28	29	30
UACC-257	100	91	62	59	103	104&106
SK-MEL-2	101	96	100&120	51	101	112&92
MALME-3M	93	114	106&93	44	106	108&106
LOX IMVI	98	91	110&88	42	77	96&91
SK-MEL-28	105	x	104&102	36	100	118&114
HS 578T	97	87	128&92	4.3*	x	107&108
SK-MEL-5	101	x	95&86	11	85	109&96
UACC-62	101	x	90&96	40	92	101&98

31) O=C(Nc1ccc(Nc2ccncc2)cc1)c1ccc([N+](=O)[O-])cc1
32) CC1(CSc2ccccc2)CC(=O)N1 (configuration not stated)
33) CC(C)CCC[C@@H](C)[C@H]1CC[C@H]2[C@@H]3CC=C4c5sc(Nc6ncccn6)nc5CC[C@]4(C)[C@H]3CC[C@]12C
34) C=C1C(=O)O[C@H]2[C@H]1CC/C(COC(=O)c1ccc3ccccc3c1)=C\CC[C@@]1(C)O[C@@H]21
35) O=C(NCc1cccnc1)c1ccc(NS(=O)(=O)c2ccc3c(c2)OCCCO3)cc1
36) CCCCNc1cc(C(=O)O)cc(S(N)(=O)=O)c1Oc1ccccc1
assay / compound	31	32	33	34	35	36
UACC-257	97	94	109	-25*	106	105
SK-MEL-2	95	105	118	-70*	102	106
MALME-3M	59	94	93	-76*	101	96
LOX IMVI	62	100	101	-90*	98	94
SK-MEL-28	85	104	112	-61*	x	109
HS 578T	95	106	109	3.1*	89	99
SK-MEL-5	73	101	101	-75*	102	95
UACC-62	15	103	98	-73*	96	101

Record cards (already shown):
CC1(CSc2ccccc2)CC(=O)N1 (configuration not stated) in the list: UACC-257 = 94; SK-MEL-2 = 105; MALME-3M = 94; LOX IMVI = 100; SK-MEL-28 = 104; HS 578T = 106; SK-MEL-5 = 101; UACC-62 = 103
C=C1C(=O)O[C@H]2[C@H]1CC/C(COC(=O)c1ccc3ccccc3c1)=C\CC[C@@]1(C)O[C@@H]21 in the list: UACC-257 = -25*; SK-MEL-2 = -70*; MALME-3M = -76*; LOX IMVI = -90*; SK-MEL-28 = -61*; HS 578T = 3.1*; SK-MEL-5 = -75*; UACC-62 = -73*

The results go on.
37) O=C1NC(=S)S/C1=C\c1cc(Cl)ccc1Cl
38) COc1cc(-c2nnc(SCC(=O)Nc3ccc(C(C)=O)cc3)o2)cc(OC)c1OC
39) CCCCC(=O)N1C(C)CCC1C (configuration not stated)
40) CCOC(=O)C(CO)(NC(C)=O)C(=O)OCC
41) CCOC(=O)c1cnn2c(-c3ccccc3)nc(SCC)nc12
42) O=C(O)c1ccccc1Oc1cc(-c2ccco2)nc(OCCBr)n1
assay / compound	37	38	39	40	41	42
UACC-257	84	98	105	99	100	98
SK-MEL-2	69	x	124	95	94	111
MALME-3M	143	93	112	110	117	99
LOX IMVI	88	98	93	96	92	107
SK-MEL-28	95	94	93	105	109	119
HS 578T	94	108	105	106	86	98
SK-MEL-5	47	91	108	105	104	110
UACC-62	44	89	104	108	75	95

43) NNc1nc2c(cnn2-c2ccccc2)c(=O)n1N
44) NS(=O)(=O)c1ccc(NC(=O)CSc2nc3ccccc3c(=O)n2-c2ccc(S(=O)(=O)Nc3ccc(Cl)nn3)cc2)cc1
45) CCCC(=O)Nc1ccc(OCC(O)CNC(C)C)c(C(C)=O)c1 (configuration not stated)
46) CCCCC(CC)COC(=O)/C=C/c1cccc2c1C(=O)NC(C)(c1cc3cc4ccccc4cc3oc1=O)N2 (configuration not stated)
47) COc1cc(OC)c(/C=C/C(=O)c2c(O)cc(OC)c(C3CCN(C)CC3)c2OC)c(OC)c1
48) CCCCCCCCCCCCCCCC(=O)NN
assay / compound	43	44	45	46	47	48
UACC-257	113&91	100	105	98	-82*	102
SK-MEL-2	113&100	106	103	89	-58*	110
MALME-3M	105&105	111	96	113	-92*	112
LOX IMVI	97&101	94	98	86	-93*	94
SK-MEL-28	114&112	110	110	92	-100*	104
HS 578T	105&97	87	110	101	-46*	108
SK-MEL-5	100&99	104	94	100	-99*	x
UACC-62	97&95	86	106	84	-84*	93

49) O=C(O)c1ccccc1-c1ccccc1C(=O)Nc1ccc2oc(=O)c3ccccc3c2c1
50) CNc1nc2c(s1)C(c1ccc(F)c(F)c1)CC(=O)N2 (configuration not stated)
51) COc1ccc(NC(=O)CCn2c(Br)nc3c2c(=O)n(C)c(=O)n3C)cc1
52) COc1c(CO)cc(C)cc1CO
53) NNC(=S)Nc1ccccc1F
54) COc1cc([C@@H]2c3c(c4ccccc4[nH]c3=O)C(=O)N3CCC[C@@H]23)cc(OC)c1O
assay / compound	49	50	51	52	53	54
UACC-257	98	89	x	97	x	99
SK-MEL-2	107	110	95	93	130	x
MALME-3M	113	99	104	88	107	109
LOX IMVI	90	97	93	96	105	97
SK-MEL-28	91	102	111	103	109	109
HS 578T	94	99	102	100	109	108
SK-MEL-5	93	101	101	98	102	114
UACC-62	94	86	x	104	105	101

55) Nc1ccccc1NC(=O)CCCCCCC(=O)Nc1ccc2c(c1)/C(=C/c1ccc[nH]1)C(=O)N2
56) O=c1oc2ccc(Br)cc2cc1-c1cc(-c2ccc(-c3cc(-c4cc5cc(Br)ccc5oc4=O)nc(-c4cc5cc(Br)ccc5oc4=O)c3)cc2)cc(-c2cc3cc(Br)ccc3oc2=O)n1
57) CCn1cc(C(=O)N/N=C/c2cccnc2)c(=O)c2cc(F)c(N3CCNC(C)C3)c(F)c21 (configuration not stated)
58) CNc1cccc2c1C(=O)c1cccc(N)c1C2=O
59) O=C(NCCCNc1nccc(-c2c(-c3cccc(F)c3)nc3sccn23)n1)c1ccccc1
60) Cc1cc2ccccc2n1/C=C/C1=[N+](C)c2ccccc2C1(C)C
assay / compound	55	56	57	58	59	60
UACC-257	63	101	98	80	111	51
SK-MEL-2	-1.9*	101	56	64	71	69
MALME-3M	20	87	60	87	137	105
LOX IMVI	44	99	18	79	61	69
SK-MEL-28	43	109	77	96	94	87
HS 578T	27	92	42	19	76	110
SK-MEL-5	55	102	65	88	65	36
UACC-62	26	105	51	77	65	69

Source: PubChem (NCI)
